LANA DNA inh: KSHV C-LANA DNA binding inhibition. MBP-C-LANA/FAM-LBS DNA binding, fluorescence polarization. inhibition, % at 9 µM. 340,000 compounds, 0.078% hits. AID 504423;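 active = highest replicate inhibition at or above 60% at 9 µM, even if other replicates fall short; inactive = all replicates below 60% inhibition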;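 note: 0% = neutral control wells and 100% = 4 µM acridine orange control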
Cardiac RTF inh: cardiac RTF calcium desensitization; P19429+P45379; IANBD-labeled cardiac RTF, Ca2+ fluorescence; inhibition, % at 7.15 µM; 340,000 compounds, 0.12% hits;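 active = inhibition above the mean inhibition of all tested compounds plus 3 SD, cut at about 17% in these data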;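 note: assay run at fixed EC70 calcium of 1.6 mM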
DSG3 Ab inh: inhibitors of pemphigus antibody binding to human desmoglein-3 | AID 588358 | DSG3-coupled beads, scFv-anti-DSG3-GFP binding, flow cytometry; active compounds read low | binding (percent of control), % at 10 µM | 310,000 compounds, 0.48% hits | P32926;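 active = binding more than 3 SD below its plate's average and above zero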;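 note: hits lower antibody fragment binding to DSG3; some compounds called inactive have numbers as strong as hits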
V-ATPase pHluor: alters yeast V-ATPase proton transport. S. cerevisiae, pHLuorin cytosolic pH fluorescence. response, % at 10 µM. 350,000 compounds, 0.37% hits. AID 504577; in the data active = response mostly above about 7.3%, no sharp cut-off; inactive = mostly below about 5.4%; note: actives read high; inactives centre near 0; some compounds called inactive have numbers as strong as hits; reference of the scale not given here
Keap1-Nrf2 PPI: inhibitors of human Keap1-Nrf2 protein-protein interaction; inhibition, % at 9.4 µM; Keap1 Kelch-Nrf2 peptide fluorescence polarization, 1536-well; 340,000 compounds, 0.15% hits; AID 504523; Q14145; in the data active = inhibition above about 12%;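 note: human Keap1 Kelch domain with fluorescein labeled Nrf2 9mer peptide probe; 0% = neutral control wells and 100% = peptide positive control; higher means more block of Keap1 binding to Nrf2 peptide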
Target sequence (Q14145 whole entry, looked up, the tested form may be a part): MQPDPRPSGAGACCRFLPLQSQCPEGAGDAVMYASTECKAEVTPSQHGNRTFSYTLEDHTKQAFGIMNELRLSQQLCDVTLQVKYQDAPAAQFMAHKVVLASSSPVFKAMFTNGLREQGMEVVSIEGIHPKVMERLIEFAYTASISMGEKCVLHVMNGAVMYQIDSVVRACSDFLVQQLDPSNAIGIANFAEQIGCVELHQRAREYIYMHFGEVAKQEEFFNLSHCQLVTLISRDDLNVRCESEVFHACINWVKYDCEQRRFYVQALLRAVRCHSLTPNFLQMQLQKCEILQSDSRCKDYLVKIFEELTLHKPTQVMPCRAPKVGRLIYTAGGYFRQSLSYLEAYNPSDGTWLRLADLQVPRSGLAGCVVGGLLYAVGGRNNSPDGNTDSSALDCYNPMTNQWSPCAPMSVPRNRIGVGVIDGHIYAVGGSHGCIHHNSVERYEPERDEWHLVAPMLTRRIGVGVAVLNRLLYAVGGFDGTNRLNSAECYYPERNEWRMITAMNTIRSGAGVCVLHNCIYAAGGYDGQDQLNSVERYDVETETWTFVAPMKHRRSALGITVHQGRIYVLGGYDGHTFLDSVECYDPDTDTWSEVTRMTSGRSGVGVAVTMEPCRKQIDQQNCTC
Wnt act: activators of Wnt/beta-catenin signaling; 300,000 compounds, 1.2% hits; AID 743398; Wnt/beta-catenin reporter cell assay, activator, plate reader; activation, % at 9.35 µM; in the data active = activation above about 30%, passing the limit was not always enough;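 note: 0% = neutral control wells and 100% = positive control wells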
Arrestin-AP2 inh: human beta-arrestin and AP2 interaction inhibition. inhibition, % at 10 µM. FITC-arrestin peptide / GST-AP2 beads, flow cytometry; AP2 beta2 appendage carries R879A mutation. AID 504490. 340,000 compounds, 0.31% hits;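 active = inhibition above a set limit, near 3 SD of compounds lacking own fluorescence, cut at about 54% in these data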;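 note: plate controls were DMSO wells for no effect and 5 µM unlabelled arrestin peptide for full effect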
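Test system: GST-tagged AP2 beta2-adaptin appendage (R879A) on 4 µm glutathione beads; also added: fluorescein-tagged arrestin peptide at 50 nM final; timing: 12 min plus 1 h, RT; signal: flow cytometry, FL1 (488/535 nm); read-out: percent drop in bead-associated FITC signal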
OPRM1-OPRD1 inv: inverse agonist of human OPRM1-OPRD1 heterodimerization; P35372+P41143; cell-based MOR-DOR heterodimer luminescence, inverse agonism; inhibition, % at 9.3 µM; 340,000 compounds, 0.21% hits; AID 504357; in the data active = inhibition above about 22%, passing the limit was not always enough;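 note: 0% = cells with DMSO and 100% = wells without cells with DMSO; values of inactives mirror those of a sister screen read the other way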
MOR-DOR ag: agonists of human mu-delta opioid receptor heterodimerization; cells, OPRM1-OPRD1 heterodimerization, luminescence; P35372+P41143; 340,000 compounds, 0.3% hits; activation, % at 9.3 µM; in the data active = activation above about 18%;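 note: 0% = vehicle-treated cells and 100% = reference agonist; values of inactives mirror those of a sister screen read the other way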
cardiac RTF act: increases calcium sensitivity of human cardiac regulated thin filaments; activation, % at 7.2 µM; 340,000 compounds, 0.24% hits; IANBD-labeled TnC RTF fluorescence at EC20 calcium; 0% EC20 calcium, 100% full calcium; AID 493008;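 active = activation above the mean over all tested compounds plus 3 SD, cut at about 30% in these data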;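 note: rise in fluorescence read as greater calcium sensitivity of cardiac thin filaments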
Starred values were filed as active, the others as inactive.

What do the screens show for `CCOC(=O)N1CCC(c2cc(=O)n3[nH]c(-c4ccccc4)cc3n2)CC1`?
LANA DNA inh: 0.7; Cardiac RTF inh: -12; DSG3 Ab inh: 98; V-ATPase pHluor: -5; Keap1-Nrf2 PPI: -6; Wnt act: -1; Arrestin-AP2 inh: 2; OPRM1-OPRD1 inv: 0; MOR-DOR ag: 0.0; cardiac RTF act: -3

What do the screens show for `CCC(=O)NC(Nc1cc(C)ccn1)(C(F)(F)F)C(F)(F)F`?
LANA DNA inh: -0.4; Cardiac RTF inh: 2; DSG3 Ab inh: 107; V-ATPase pHluor: 0; Keap1-Nrf2 PPI: -1; Wnt act: -1; Arrestin-AP2 inh: 11; OPRM1-OPRD1 inv: -2; MOR-DOR ag: 0.3; cardiac RTF act: 0

How did COCCSc1ccccc1C(=O)Nc1ccccc1C(C)C do in these assays?
LANA DNA inh: 0.0; Cardiac RTF inh: -11; DSG3 Ab inh: 100; V-ATPase pHluor: -3; Keap1-Nrf2 PPI: 2; Wnt act: 2; Arrestin-AP2 inh: 8; OPRM1-OPRD1 inv: 14; MOR-DOR ag: -2.6; cardiac RTF act: 0

What do the screens show for `O=C(NNc1ccccc1)Nc1cc(Cl)ccc1Cl`?
LANA DNA inh: -0.7; Cardiac RTF inh: -16; DSG3 Ab inh: 99; V-ATPase pHluor: 2; Keap1-Nrf2 PPI: -3; Wnt act: 7; Arrestin-AP2 inh: -7; OPRM1-OPRD1 inv: -42; MOR-DOR ag: 8.3; cardiac RTF act: 1

How did COc1cc(C(=O)Oc2ccccc2/C=N/NC(=O)c2ccc(Cl)cc2)cc(OC)c1OC do in these assays?
LANA DNA inh: 0.3; Cardiac RTF inh: 0; DSG3 Ab inh: 104; V-ATPase pHluor: -2; Keap1-Nrf2 PPI: -7; Wnt act: 6; Arrestin-AP2 inh: -1; OPRM1-OPRD1 inv: 0; MOR-DOR ag: 0.0; cardiac RTF act: 16

Results for O=[N+]([O-])c1ccc2nonc2c1Nc1ccccc1 ?
LANA DNA inh: -1.8; Cardiac RTF inh: -2; DSG3 Ab inh: 116; V-ATPase pHluor: 2; Keap1-Nrf2 PPI: -5; Wnt act: 9; Arrestin-AP2 inh: -1; OPRM1-OPRD1 inv: -23; MOR-DOR ag: 4.8; cardiac RTF act: -8

Results for O=C1/C(=C/c2ccccc2)SC(=S)N1CCCC(=O)N1CCCCC1CCO (stereo not drawn) ?
LANA DNA inh: 0.4; Cardiac RTF inh: 4; DSG3 Ab inh: 103; V-ATPase pHluor: -4; Keap1-Nrf2 PPI: -2; Wnt act: -1; Arrestin-AP2 inh: 12; OPRM1-OPRD1 inv: 15; MOR-DOR ag: -2.8; cardiac RTF act: -3

What do the screens show for `Cc1ccc(SC2CCN(C(=O)C3CCC(=O)N(C4CC4)C3)CC2)cc1` (stereo not drawn)?
LANA DNA inh: 0.1; Cardiac RTF inh: 2; DSG3 Ab inh: 99; V-ATPase pHluor: -2; Keap1-Nrf2 PPI: -2; Wnt act: 4; Arrestin-AP2 inh: 24; OPRM1-OPRD1 inv: 14; MOR-DOR ag: -2.7; cardiac RTF act: -4

Results for Nc1ccc(N=Nc2ccccc2)c2cccnc12 ?
LANA DNA inh: -1.2; Cardiac RTF inh: 5; DSG3 Ab inh: 103; V-ATPase pHluor: -1; Keap1-Nrf2 PPI: -5; Wnt act: 21; Arrestin-AP2 inh: 8; OPRM1-OPRD1 inv: 11; MOR-DOR ag: -2.5; cardiac RTF act: -3

What do the screens show for `Cc1cccc2cc(CN(CC(C)C)S(=O)(=O)c3ccccc3)c(=O)[nH]c12`?
LANA DNA inh: -0.5; Cardiac RTF inh: -5; DSG3 Ab inh: 102; V-ATPase pHluor: 7; Keap1-Nrf2 PPI: 0; Wnt act: -2; Arrestin-AP2 inh: 38; OPRM1-OPRD1 inv: 4; MOR-DOR ag: -0.8; cardiac RTF act: 2

What do the screens show for `O=C(CNC(=O)c1ccc(Cl)cc1)Nc1ccc(S(=O)(=O)Nc2ncccn2)cc1`?
LANA DNA inh: 0.8; Cardiac RTF inh: -5; DSG3 Ab inh: 99; V-ATPase pHluor: 2; Keap1-Nrf2 PPI: -5; Wnt act: 3; Arrestin-AP2 inh: 19; OPRM1-OPRD1 inv: 6; MOR-DOR ag: -1.2; cardiac RTF act: -4

How did COc1ccc(OC)c(C2=NOC(C(=O)Nc3cccnc3)C2)c1 (stereo not drawn) do in these assays?
LANA DNA inh: -0.4; Cardiac RTF inh: 0; DSG3 Ab inh: 98; V-ATPase pHluor: 0; Keap1-Nrf2 PPI: -5; Arrestin-AP2 inh: 5; OPRM1-OPRD1 inv: 11; MOR-DOR ag: -2.1; cardiac RTF act: 2

What do the screens show for `COC(=O)c1ccsc1NC(=O)CCS(=O)(=O)c1ccccc1`?
LANA DNA inh: 0.9; Cardiac RTF inh: -4; DSG3 Ab inh: 111; V-ATPase pHluor: 3; Keap1-Nrf2 PPI: -1; Wnt act: -2; Arrestin-AP2 inh: 4; OPRM1-OPRD1 inv: 4; MOR-DOR ag: -1.2; cardiac RTF act: 0

What do the screens show for `Cc1oc2c(C)c3oc(=O)c4c(c3cc2c1C)CCCC4`?
LANA DNA inh: -0.4; Cardiac RTF inh: -10; DSG3 Ab inh: 85; V-ATPase pHluor: -2; Keap1-Nrf2 PPI: -3; Wnt act: -1; Arrestin-AP2 inh: -3; OPRM1-OPRD1 inv: -7; MOR-DOR ag: 1.2; cardiac RTF act: 10

What do the screens show for `CCOC(=O)C1CCN(C(=O)c2ccc(C)o2)CC1`?
LANA DNA inh: -5.3; Cardiac RTF inh: 7; DSG3 Ab inh: 94; V-ATPase pHluor: 0; Keap1-Nrf2 PPI: -2; Wnt act: -8; Arrestin-AP2 inh: 6; OPRM1-OPRD1 inv: 18; MOR-DOR ag: -4.2; cardiac RTF act: -1

By substructure: the compounds so far containing a furan ring, fused or not (2)
What do the screens show for `Cc1oc2c(C)c3oc(=O)c4c(c3cc2c1C)CCCC4`?
LANA DNA inh: -0.4; Cardiac RTF inh: -10; DSG3 Ab inh: 85; V-ATPase pHluor: -2; Keap1-Nrf2 PPI: -3; Wnt act: -1; Arrestin-AP2 inh: -3; OPRM1-OPRD1 inv: -7; MOR-DOR ag: 1.2; cardiac RTF act: 10

What do the screens show for `CCOC(=O)C1CCN(C(=O)c2ccc(C)o2)CC1`?
LANA DNA inh: -5.3; Cardiac RTF inh: 7; DSG3 Ab inh: 94; V-ATPase pHluor: 0; Keap1-Nrf2 PPI: -2; Wnt act: -8; Arrestin-AP2 inh: 6; OPRM1-OPRD1 inv: 18; MOR-DOR ag: -4.2; cardiac RTF act: -1

(next part)
What do the screens show for `CC(C(=O)Nc1ccc(F)cc1Cl)N(C)CCOc1ccccc1` (stereo not drawn)?
LANA DNA inh: 2.3; Cardiac RTF inh: 0; DSG3 Ab inh: 100; V-ATPase pHluor: -1; Keap1-Nrf2 PPI: -3; Wnt act: -3; Arrestin-AP2 inh: -2; OPRM1-OPRD1 inv: -26; MOR-DOR ag: 5.6; cardiac RTF act: -3

How did O=S(=O)(NCc1cc(-c2ccccc2Cl)no1)c1ccccc1 do in these assays?
LANA DNA inh: -2.2; Cardiac RTF inh: 2; DSG3 Ab inh: 102; V-ATPase pHluor: 2; Keap1-Nrf2 PPI: -1; Wnt act: 1; Arrestin-AP2 inh: 28; OPRM1-OPRD1 inv: 8; MOR-DOR ag: -1.5; cardiac RTF act: 0

Results for COC(=O)Cn1c(=NC(=O)C2CC2)sc2c(C)cc(C)cc21 ?
LANA DNA inh: 1.1; Cardiac RTF inh: 1; DSG3 Ab inh: 104; V-ATPase pHluor: 2; Keap1-Nrf2 PPI: -2; Wnt act: 1; Arrestin-AP2 inh: -2; OPRM1-OPRD1 inv: 7; MOR-DOR ag: -1.2; cardiac RTF act: -6

Results for COC(=O)c1cc(Br)ccc1NC(=O)CCNC(=O)c1ccco1 ?
LANA DNA inh: 1.1; Cardiac RTF inh: -19; DSG3 Ab inh: 105; V-ATPase pHluor: 3; Keap1-Nrf2 PPI: -1; Wnt act: 0; Arrestin-AP2 inh: -5; OPRM1-OPRD1 inv: -2; MOR-DOR ag: 0.2; cardiac RTF act: 4

What do the screens show for `Cc1ccc(-c2nc3cc(N)ccc3o2)cc1Br`?
LANA DNA inh: -1.6; Cardiac RTF inh: -8; DSG3 Ab inh: 105; V-ATPase pHluor: -2; Keap1-Nrf2 PPI: -9; Wnt act: -2; Arrestin-AP2 inh: -1; OPRM1-OPRD1 inv: 6; MOR-DOR ag: -1.2; cardiac RTF act: 2

What do the screens show for `CCCCCn1c(=N)c(S(=O)(=O)c2ccc(Br)cc2)cc2c(=O)n3cccc(C)c3nc21`?
LANA DNA inh: -0.2; Cardiac RTF inh: -7; DSG3 Ab inh: 99; V-ATPase pHluor: -4; Keap1-Nrf2 PPI: -2; Wnt act: -3; Arrestin-AP2 inh: 1; OPRM1-OPRD1 inv: 11; MOR-DOR ag: -2.2; cardiac RTF act: 2

How did COc1cccc(-n2c(Cc3cc(=O)[nH]c(=O)[nH]3)nnc2SCC(=O)N2CCCCCC2)c1 do in these assays?
LANA DNA inh: 2.9; Cardiac RTF inh: -6; DSG3 Ab inh: 103; V-ATPase pHluor: -1; Keap1-Nrf2 PPI: -2; Wnt act: 2; Arrestin-AP2 inh: -4; OPRM1-OPRD1 inv: 9; MOR-DOR ag: -1.7; cardiac RTF act: 3

How did COc1ccc(NC(=O)CN2CCN(c3ccc(Cl)cc3)CC2)c(OC)c1 do in these assays?
LANA DNA inh: -0.2; Cardiac RTF inh: -6; V-ATPase pHluor: 4; Keap1-Nrf2 PPI: -1; Wnt act: -2; Arrestin-AP2 inh: -1; OPRM1-OPRD1 inv: -10; MOR-DOR ag: 2.4; cardiac RTF act: -1

How did CCNC(=S)Nc1ccc2ncoc2c1 do in these assays?
LANA DNA inh: -0.3; Cardiac RTF inh: -8; DSG3 Ab inh: 104; V-ATPase pHluor: 0; Keap1-Nrf2 PPI: 2; Wnt act: 1; Arrestin-AP2 inh: 0; OPRM1-OPRD1 inv: -25; MOR-DOR ag: 4.7; cardiac RTF act: 4

How did Cc1cc(C)c(C(=O)CSc2nc(C)cc(=O)[nH]2)c(C)c1 do in these assays?
LANA DNA inh: 0.1; Cardiac RTF inh: -10; DSG3 Ab inh: 114; V-ATPase pHluor: 0; Keap1-Nrf2 PPI: -1; Wnt act: 1; Arrestin-AP2 inh: 25; OPRM1-OPRD1 inv: 3; MOR-DOR ag: -0.6; cardiac RTF act: 5

Results for COc1cc(C)c(NC(=O)c2cccc(S(=O)(=O)N3CCCC3)c2)cc1OC ?
LANA DNA inh: 1.1; Cardiac RTF inh: 1; DSG3 Ab inh: 101; V-ATPase pHluor: -3; Keap1-Nrf2 PPI: -7; Wnt act: -2; Arrestin-AP2 inh: -18; OPRM1-OPRD1 inv: 6; MOR-DOR ag: -1.3; cardiac RTF act: -1

The order is random; about 3.1% have a hit in one of these screens.
